High-throughput results (PubChem BioAssay)
Runt-SMMHC FRET: blocks binding of human RUNX1 Runt domain to CBFb-SMMHC; inhibition, % at 20 µM; Q01196+Q13951; AID 1434; 220,000 compounds, 0.74% hits; Cerulean-Runt/Venus-CBFb-SMMHC FRET ratio 530/480, 1 h;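 active = mean inhibition across duplicate retests at 20 µM reaching about 50%, limit read from the data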;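 note: 0% = DMSO wells and 100% = wells with excess untagged CBFb-SMMHC; inhibitors lower the FRET ratio by blocking Runt binding to CBFb-SMMHC; some results filed as inactive read as strong as hits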
Target sequence (Q01196 whole entry, looked up, the tested form may be a part): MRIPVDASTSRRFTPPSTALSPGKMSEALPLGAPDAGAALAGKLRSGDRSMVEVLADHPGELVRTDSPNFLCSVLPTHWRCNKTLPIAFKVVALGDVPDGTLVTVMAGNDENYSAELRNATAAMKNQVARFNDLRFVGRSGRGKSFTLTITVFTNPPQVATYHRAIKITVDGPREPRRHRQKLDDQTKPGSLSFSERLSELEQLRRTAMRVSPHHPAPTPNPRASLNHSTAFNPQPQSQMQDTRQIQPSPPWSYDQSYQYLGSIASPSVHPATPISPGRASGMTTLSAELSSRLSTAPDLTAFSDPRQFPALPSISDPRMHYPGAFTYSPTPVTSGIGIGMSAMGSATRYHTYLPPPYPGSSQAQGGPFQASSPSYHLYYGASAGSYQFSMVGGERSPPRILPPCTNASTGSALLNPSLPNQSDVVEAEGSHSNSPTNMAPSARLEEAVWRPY
Target sequence (Q13951 whole entry, looked up, the tested form may be a part): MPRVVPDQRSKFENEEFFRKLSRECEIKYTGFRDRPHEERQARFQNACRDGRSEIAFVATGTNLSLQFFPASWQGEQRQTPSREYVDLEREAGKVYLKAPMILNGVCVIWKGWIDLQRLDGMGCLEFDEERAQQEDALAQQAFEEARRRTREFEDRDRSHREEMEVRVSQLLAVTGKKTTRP
p47phox inh: p47phox (human) inhibition; P14598; inhibition, % at 24.7 µM; 220,000 compounds, 0.53% hits; p47phox/p22phox peptide binding, fluorescence polarization, 2 h;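 active = inhibition above about 30%, limit read from the data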;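 note: 0% = p47phox with labelled peptide and 100% = labelled peptide alone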
EBV gp42 block: inhibitors of Epstein-Barr virus glycoprotein 42; Q1HVG2; Fluorescence polarization binding assay, mP read-out; inhibition, % (tested at 21.74 µM); 220,000 compounds, 0.42% hits; AID 1085; in the data active = inhibition above about 50%
Target sequence (Q1HVG2 whole entry, looked up): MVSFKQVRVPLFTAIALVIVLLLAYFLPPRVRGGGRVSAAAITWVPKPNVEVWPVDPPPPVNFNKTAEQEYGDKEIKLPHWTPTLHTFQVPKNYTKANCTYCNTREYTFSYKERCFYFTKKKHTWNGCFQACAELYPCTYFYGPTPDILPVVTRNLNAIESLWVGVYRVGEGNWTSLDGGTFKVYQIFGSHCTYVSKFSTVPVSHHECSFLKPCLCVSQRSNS
14-3-3 Bad PPI: disrupts binding of bovine 14-3-3 zeta to phospho-Bad peptide; TR-FRET 14-3-3zeta/Dy647-pBad peptide displacement, 1 h; inhibition, % at 21.7 µM; 220,000 compounds, 0.71% hits; AID 781;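 active = inhibition above about 70%, limit read from the data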;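 note: 0% = full 14-3-3 plus peptide FRET controls and 100% = background without 14-3-3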
TbHK1 inh: blocks Trypanosoma brucei hexokinase 1 activity; AID 1430; recombinant TbHK1, G6PDH-coupled NADH A340; inhibition, % at 10 µM; 220,000 compounds, 0.11% hits;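 active = inhibition of 50% or more in the single-dose primary screen; inactive = inhibition below 50%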
zVAD death inh: L929 zVAD cell death inhibition; L929 zVAD necroptosis rescue, ATP luminescence, 24 h; with zVAD 60 µM; viability rescue, % at 10 µM; 220,000 compounds, 0.38% hits; AID 1377;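 active = activation, scaled between plate controls, above about 75%, limit read from the data; inactive = activation under that limit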;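 note: 0% = zVAD with DMSO and 100% = DMSO alone without zVAD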
MDM2 E3 inh: blocks human Mdm2 ubiquitin ligase activity; Q00987; cell-based MDM2 ubiquitination luciferase reporter, 2 h; 0 = plate control, 100 = twice control, blank-subtracted; signal enhancement, % at 5 µM; 210,000 compounds, 0.11% hits;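 active = signal enhancement of 30% or more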;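 note: luminescence tracks abundance of the self-degrading MDM2-luciferase fusion protein; higher signal means inhibition of MDM2 E3 ligase activity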
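Material: Stable MDM2–luciferase fusion reporter cells | Amount: 2000 cells seeded into each well | Dosing: One concentration, 5 µM, with 0.2% DMSO | Incubation: 4 h cell settling then 2 h compound exposure, 37 °C | Measured by: Luciferase luminescence | Read-out basis: % enhancement relative to plate controls after blank subtraction | Benchmarks: Control and blank well means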
Runt-CBFb FRET: blocks binding of human RUNX1 Runt domain to CBFb; Q01196+Q13951; Cerulean-Runt/Venus-CBFb FRET ratio 530/480, 1 h; inhibition, % at 20 µM; 220,000 compounds, 0.46% hits;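 active = inhibition over about 50% at 20 µM in the single-dose screen, limit read from the data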;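 note: 0% = DMSO wells and 100% = excess unlabeled CBFb competitor control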
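Reagent – Venus-CBFb binding partner, 100 nM · Assay system – Cerulean-tagged RUNX1 Runt domain (FRET donor) fusion protein · Input – 100 nM per protein · Incubation – two 1 h room-temperature incubations shielded from light · Measured by – FRET fluorescence · Medium – Tris buffer pH 7.5 with salts and BSA · Benchmarks – unlabeled CBFb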
Hck-Nef inh: inhibitors of human Hck kinase activated by Nef. P08631. Recombinant Hck-YEEI plus Nef, Z-Lyte FRET kinase assay. inhibition, % at 20 µM. 220,000 compounds, 0.68% hits;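 active = Hck-Nef kinase inhibition above about 50%, limit read from the data; inactive = inhibition below that limit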;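 note: 0% = DMSO with Hck plus Nef and 100% = Hck alone without Nef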
* = called active by the depositor; . = no result given; [ ] = dose if it differs, or a comment.

1. COc1ccc2nc(NC(=O)[C@@H]3CCCN3C(=O)c3cccs3)sc2c1
2. CCCN(CC(=O)Nc1ccc(F)c(F)c1F)CC(=O)Nc1c(Cl)cccc1Cl
3. COc1ccc(N(CC(=O)Nc2ccccc2C(=O)NCC(C)C)S(C)(=O)=O)cc1
4. CCOc1ccccc1/C=c1\sc2nc(-c3ccco3)nn2c1=O
5. COc1cc(C(=O)OC2CCN(C)CC2)cc(OC)c1OC
6. Cc1cc(C(=O)N/N=C/c2c[nH]c3ccccc23)cs1
7. N#CC/C(N)=N/NC(=O)CCCNc1ncc(C(F)(F)F)cc1Cl
8. CCC(C(=O)NC1CCCCC1)n1c(SCc2cccc(F)c2)nc2ccncc21 (configuration not stated)
9. Cc1cc(C)n(-c2ccc(C(=O)Nc3cc(C(F)(F)F)ccc3N3CCOCC3)cc2)n1
10. Cc1ccc(C(=O)NC(=S)NCC2CCCO2)cc1[N+](=O)[O-] (configuration not stated)
screen / no.	1	2	3	4	5	6	7	8	9	10
Runt-SMMHC FRET	3.3	-3.8	-2.0	6.4	0.7	-2.0	-2.6	-0.3	-2.3	-1.7
p47phox inh	-4.5	-40.4	-7.2	-6.2	5.2	-34.0	-14.5	2.6	-5.7	-4.3
EBV gp42 block	-17.7	-27.3	-14.7	23.9	-0.3	-11.1	-5.5	-2.6	-16.4	6.8
14-3-3 Bad PPI	3.4	1.5	2.3	9.2	38.1	-10.0[fluorescence artefact?]	-12.5	6.6	3.4	-16.4
TbHK1 inh	2.6	-0.7	2.0	1.4	2.6	-40.8	3.1	1.6	-1.9	2.1
zVAD death inh	0.8	2.8	1.2	1.2	0.2	.	1.9	.	0.1	0.9
MDM2 E3 inh	17.1	-8.6	-32.5	-0.9	-11.8	-1.4	-11.0	.	-11.7	-6.9
Runt-CBFb FRET	-2.1	-4.2	0.2	25.0	0.0	-4.3	-0.6	-2.2	-3.7	-1.7
Hck-Nef inh	-14.2	3.6	5.9	-1.6	-0.1	3.4	-24.8	-1.6	0.7	0.5

11. O=C(CN1CCCCC1)Nc1ccccc1-c1ccccc1
12. Cc1nn(-c2ccc3ccccc3c2)c(=O)c2ccccc12
13. CC(=O)Nc1cccc(NC(=O)c2ccc([N+](=O)[O-])cc2Cl)c1
14. COc1cc(C2CC(=O)Nc3cc(C)c(C)cc32)cc(OC)c1OC (configuration not stated)
15. O=C(O)CSC1CC(=O)N(c2ccc(Cl)cc2)C1=O (configuration not stated)
16. CN(C)c1nnnn1-c1ccc(Oc2ncc(C(F)(F)F)cc2Cl)cc1
17. Nc1nc(COc2ccccc2)cs1
18. COc1cc(CNCCN2CCOCC2)ccc1OCc1ccc(Cl)cc1
19. O=C(Nc1cccc([N+](=O)[O-])c1)ONC1=NCCCCC1
20. COc1cc2c(cc1OC)C(/C=C/c1ccco1)=NCC2
screen / no.	11	12	13	14	15	16	17	18	19	20
Runt-SMMHC FRET	-1.2	0.2	1.6	0.1	-0.5	-6.0	-2.5	1.6	-3.3	11.6
p47phox inh	-7.5	-2.0	-3.3	-6.0	-9.8	2.5	-4.4	-3.5	-8.5	-5.0
EBV gp42 block	-11.4	-6.0	-18.2	-12.1	6.1	-6.5	-5.0	-10.1	-5.8	0.0
14-3-3 Bad PPI	-3.8[fluorescence artefact?]	2.3	11.4[fluorescence artefact?]	-2.3[fluorescence artefact?]	15.9	9.4	-7.7	30.7[fluorescence artefact?]	-4.8	0.1
TbHK1 inh	1.1	5.7	-0.5	6.6	3.1	3.1	-2.8	7.9	-13.6	-30.8
zVAD death inh	0.1	0.1	0.2	0.6	-0.5	-1.8	0.1	-1.0	0.1	-0.9
MDM2 E3 inh	-17.2	-10.4	-17.1	-3.7	-7.2	-10.6	-15.1	-19.3	.	-20.5
Runt-CBFb FRET	-0.5	2.0	-3.1	-1.2	5.5	-5.7	0.2	3.7	1.6	3.6
Hck-Nef inh	1.9	16.9	-2.1	2.8	-5.5	5.8	-0.6	3.0	25.9	21.4

21. CC1CCN(S(=O)(=O)c2cccc(C(=O)NNC(=O)c3ccco3)c2)CC1
22. COC(=O)c1nc(NC2=NCCCCC2)n[nH]1
23. O=c1c2ccc([N+](=O)[O-])cc2ncn1CCOc1ccc(Cl)cc1
24. CCCCCC(=O)N1CCN(CCN=CC2=C(O)CC(c3ccco3)CC2=O)CC1 (configuration not stated)
25. Clc1nc(Cl)nc(N(c2ccccc2)c2ccccc2)n1
26. Cc1ccc(NC(=O)c2cc3c(=O)oc4ccc(C)cc4c3s2)nc1
27. COc1ccc(OC)c(-c2cc(C(=O)N3CCN(c4ccccc4)CC3)no2)c1
28. Cc1nn(-c2ccccc2)c(C)c1/C=N/n1c(-c2ccc(Cl)cc2)n[nH]c1=S
29. CCCOc1ccc(N2C(=O)CC(N(C(=O)c3ccco3)c3ccc(OCCC)cc3)C2=O)cc1 (configuration not stated)
30. CCn1c(=O)cc(SCC(=O)NCc2ccccn2)c2ccccc21
screen / no.	21	22	23	24	25	26	27	28	29	30
Runt-SMMHC FRET	-0.4	2.1	4.7	0.7	-0.4	-8.9	-1.2	-2.9	-0.3	-1.5
p47phox inh	-8.5	-3.6	-18.8	-8.4	3.1	22.2	-14.8	5.0	-10.8	-3.3
EBV gp42 block	-2.5	-6.9	-11.0	-18.8	0.1	2.4	0.4	4.9	-4.2	-1.4
14-3-3 Bad PPI	2.5	-5.9	0.8	-13.6	5.0	78.4*	6.2	38.6[fluorescence artefact?]	35.8	-11.2[fluorescence artefact?]
TbHK1 inh	-17.8	-10.0	-2.6	4.4	5.1	-72.2	-14.4	-1.0	-12.3	-5.8
zVAD death inh	1.3	0.4	0.0	-0.2	0.2	-0.4	0.7	0.6	-0.8	-0.1
MDM2 E3 inh	3.1	-14.0	-6.7	-3.9	-1.7	-15.2	-11.4	-0.9	-8.0	-3.1
Runt-CBFb FRET	0.0	-1.1	1.0	1.8	-4.0	-5.3	0.4	4.2	-3.1	-0.7
Hck-Nef inh	6.5	0.0	18.5	2.1	4.0	43.7	13.5	5.0	1.6	2.5

31. CCN(CCO)Cc1csc2c(Br)cccc12
32. CCOC(=O)c1nccnc1C(=O)Nc1cccc(C(F)(F)F)c1
33. N#Cc1c(N)nc(-c2ccccc2)nc1-c1ccccc1
34. Oc1ccc2ccccc2c1N=Nc1ccccn1
35. Cc1cc(C)cc(NC(=S)N2CCN(Cc3ccccc3)CC2)c1
36. Cc1csc(SCC(=O)O)n1
37. Cc1ccc(C(=O)N2CCC3(CC2)Oc2ccc(F)cc2C(=O)C32CC(c3ccc(Cl)cc3)=NO2)s1 (configuration not stated)
38. NC(=O)NC(Cc1ccccc1)C(=O)Nc1ccc(S(N)(=O)=O)cc1 (configuration not stated)
39. CCN(CC#CCC(O)(c1ccccc1)C1CCCC1)C(C)C (configuration not stated)
40. CCNc1nc2[nH]c(=O)c3c(c2s1)OC(N)=C(C#N)C3c1ccc(C)cc1 (configuration not stated)
screen / no.	31	32	33	34	35	36	37	38	39	40
Runt-SMMHC FRET	-15.5	1.2	0.3	-0.2	-1.2	8.9	-2.8	-2.0	-6.2	-42.6
p47phox inh	5.5	-0.6	-7.3	8.7	-9.1	3.8	-10.2	-1.9	-2.5	-46.2
EBV gp42 block	-17.2	-3.7	-2.7	0.1	1.2	3.0	-25.1	-12.2	-13.5	-15.5
14-3-3 Bad PPI	35.9	-7.3	-2.5	-11.7[fluorescence artefact?]	-8.4	3.5	-1.3	-9.7[fluorescence artefact?]	22.9[fluorescence artefact?]	-6.5
TbHK1 inh	1.9	-1.9	-19.2	2.3	-2.5	16.4	-21.4	-4.7	10.8	-7.4
zVAD death inh	0.0	1.4	1.7	28.7	1.8	-0.2	0.0	0.8	0.1	0.2
MDM2 E3 inh	-7.9	-8.1	-7.2	-14.9	3.4	-20.3	-11.9	-2.8	-2.8	-5.3
Runt-CBFb FRET	-0.1	-3.6	0.0	-4.8	0.0	114.2*	1.9	0.7	1.9	-13.2
Hck-Nef inh	0.3	15.8	1.5	12.7	21.9	2.6	20.7	5.3	-1.8	0.7

41. c1ccc2c(c1)ncn2CCn1cnc2ccccc21
42. O=c1n(-c2ccccc2)c(=O)n(Cc2ccccn2)n1Cc1ccccn1
43. CC(C)OC(=O)c1nnc(Cc2ccc(F)cc2)o1
44. N#CC1=C(N)Oc2cc(N)ccc2C1c1ccsc1 (configuration not stated)
45. O=[N+]([O-])c1cc2c(c(CSc3ncccn3)c1)OCOC2
46. c1ccc(-c2cn(-c3ccccc3)c3ncnc(NCCCN4CCOCC4)c23)cc1
47. N#CCCNc1c(Cl)cc(Cl)cc1C(=O)O
48. CN1CCN(Cc2ccc(-c3ccc(Cl)cc3)o2)CC1
49. O=c1c2cccc3c2c(nn1-c1ccccc1)-c1ccccc1-3
50. CN1OC(Cn2cc(C#N)c(=O)n(C)c2=O)CC1c1ccccc1 (configuration not stated)
51. COc1ccc(/C=C(\NC(=O)c2ccc(OC)cc2)C(=O)NC(CCSC)C(=O)O)cc1 (configuration not stated)
52. CCc1nnc(NC(=O)C(NC(=O)c2ccccc2Cl)C(C)C)s1 (configuration not stated)
screen / no.	41	42	43	44	45	46	47	48	49	50	51	52
Runt-SMMHC FRET	-0.8	-0.3	-2.3	23.2	-0.1	-3.6	-13.5	11.1	0.1	-4.7	11.2	3.6
p47phox inh	9.7	-4.5	11.3	-13.9	-7.0	0.0	-0.1	-5.3	6.4	-1.6	-8.7	1.4
EBV gp42 block	-13.2	2.1	-21.7	-10.1	-11.8	1.5	-2.2	-14.3	-1.6	-1.9	9.4	-1.9
14-3-3 Bad PPI	7.8[fluorescence artefact?]	-5.1	5.3	-3.3[fluorescence artefact?]	2.8	-14.6	1.9[fluorescence artefact?]	55.6[fluorescence artefact?]	11.2	-12.4	-0.7	-11.2
TbHK1 inh	4.2	-4.1	2.7	-5.6	-6.9	-0.7	7.2	1.6	10.6	-4.9	-16.0	-3.2
zVAD death inh	1.1	0.1	0.9	0.3	-0.9	0.1	.	-0.1	0.3	0.9	-0.7	1.8
MDM2 E3 inh	-1.6	-7.5	-3.7	-2.4	-0.3	-11.1	-0.5	-6.1	-14.3	5.3	-0.1	-9.2
Runt-CBFb FRET	-1.1	-1.0	-0.1	22.9	-1.5	-2.4	-17.4	26.3	-0.8	-0.9	1.5	-2.0
Hck-Nef inh	-3.5	1.4	5.5	0.7	14.2	21.2	-9.9	2.0	3.8	16.0	7.1	18.8

Two of these compounds in a different format.
43	CC(C)OC(=O)c1nnc(Cc2ccc(F)cc2)o1
  Runt-SMMHC FRET: -2.3
  p47phox inh: 11.3
  EBV gp42 block: -21.7
  14-3-3 Bad PPI: 5.3
  TbHK1 inh: 2.7
  zVAD death inh: 0.9
  MDM2 E3 inh: -3.7
  Runt-CBFb FRET: -0.1
  Hck-Nef inh: 5.5

46	c1ccc(-c2cn(-c3ccccc3)c3ncnc(NCCCN4CCOCC4)c23)cc1
  Runt-SMMHC FRET: -3.6
  p47phox inh: 0.0
  EBV gp42 block: 1.5
  14-3-3 Bad PPI: -14.6
  TbHK1 inh: -0.7
  zVAD death inh: 0.1
  MDM2 E3 inh: -11.1
  Runt-CBFb FRET: -2.4
  Hck-Nef inh: 21.2
